HTR5A inv ag – HTR5A inverse agonism, opioid heterodimer counter-screen; inhibition, % at 9.3 µM; HTR5A cell line, luminescence; hit rate 0.083% among 340,000; in the data active = inhibition mostly above about 23%, no sharp cut-off; inactive = mostly below about 18%;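 note: 0% = cells with DMSO and 100% = no-cell wells with DMSO; some compounds called inactive have numbers as strong as hits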
dFosB activator – activators of mouse delta FosB homodimer | P13346 | purified delta FosB, TAMRA-CDK5 oligo fluorescence polarization; percent of positive-control signal above neutral wells | activation, % at 25 µM | hit rate 0.99% among 340,000;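 active = mean activation above about 17%, with every replicate also reaching it, limit read from the data, passing the limit was not always enough; inconclusive = only one of the two conditions met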;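 note: fluorescence polarization rise as delta FosB binds a TAMRA Cdk5 AP-1 oligo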
Target sequence (P13346 whole entry, looked up): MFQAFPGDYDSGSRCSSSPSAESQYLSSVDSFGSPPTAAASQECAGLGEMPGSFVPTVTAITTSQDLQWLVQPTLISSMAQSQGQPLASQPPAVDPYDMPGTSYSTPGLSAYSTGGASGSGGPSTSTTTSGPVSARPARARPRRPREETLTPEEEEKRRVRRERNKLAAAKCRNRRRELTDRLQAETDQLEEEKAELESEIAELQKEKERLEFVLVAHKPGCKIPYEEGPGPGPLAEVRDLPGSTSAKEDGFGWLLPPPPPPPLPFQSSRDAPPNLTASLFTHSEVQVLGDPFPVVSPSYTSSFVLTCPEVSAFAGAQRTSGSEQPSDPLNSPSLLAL
NSD2 inh – blocks human histone methyltransferase NSD2; inhibition, % at 12.5 µM; NSD2 peptide methylation, AlphaScreen, 120 min; AID 743445; O96028; hit rate 0.54% among 310,000; in the data active = inhibition above about 50%
MITF TRPM1 HTS – activators of MITF-driven TRPM1 promoter activity in SK-MEL-5 cells; SK-MEL-5 TRPM1-promoter luciferase, 24 h; % of positive control, neutral wells = 0; activation, % at 12.5 µM; hit rate 0.75% among 300,000; AID 588334;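 active = mean activation of at least 80% with every replicate also reaching 80%; inconclusive = mean reaches 80% but some replicate falls short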;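 note: 0% = neutral control wells and 100% = parthenolide positive control wells; values of inactives mirror those of a sister screen read the other way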
Wnt act – Wnt/beta-catenin pathway activation; Wnt/beta-catenin reporter cell assay, activator, plate reader; activation, % at 9.35 µM; hit rate 1.2% among 300,000; AID 743398; in the data active = activation above about 30%, passing the limit was not always enough; inconclusive = no clear call, values can overlap the other calls;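 note: 0% = neutral control wells and 100% = positive control wells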
SR-BI HDL uptake – inhibitors of mouse SR-BI mediated HDL lipid uptake | Q61009 | ldlA[mSR-BI] CHO cells, DiI-HDL uptake fluorescence, 3 h | inhibition, % at 12.5 µM | hit rate 0.96% among 320,000 | AID 488896;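 active = mean replicate inhibition of at least 70% and a set share of replicates each scoring 70 or more; inconclusive = meets just one of the two criteria; inactive = fails both criteria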;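 note: 0% = median of neutral control wells and 100% = median of positive control wells; values of inactives mirror those of a sister screen read the other way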
CDK5 p35 inh – inhibitors of human CDK5/p35 kinase; Q00535+Q15078; Recombinant CDK5/p35, ADP-Glo luminescence, 60 min; inhibition, % at 10 µM; hit rate 0.01% among 330,000; AID 488839;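 active = highest replicate inhibition of at least 50% and at least 75% of replicates reaching 50%; inconclusive = only one of the two criteria met; inactive = both criteria failed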;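 note: plate controls were DMSO neutral control for no effect and GW8510 at 10 µM for full effect; many of its hits are not listed in these tables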
Target sequence (Q00535 whole entry, looked up): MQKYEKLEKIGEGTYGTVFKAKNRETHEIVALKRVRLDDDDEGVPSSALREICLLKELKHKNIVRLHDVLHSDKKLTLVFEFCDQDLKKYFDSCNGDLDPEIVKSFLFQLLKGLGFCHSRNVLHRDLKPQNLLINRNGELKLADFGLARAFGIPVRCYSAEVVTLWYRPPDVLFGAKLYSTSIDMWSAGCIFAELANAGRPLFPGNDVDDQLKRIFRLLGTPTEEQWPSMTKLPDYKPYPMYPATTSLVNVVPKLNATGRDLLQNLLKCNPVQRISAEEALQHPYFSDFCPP
Target sequence (Q15078 whole entry, looked up): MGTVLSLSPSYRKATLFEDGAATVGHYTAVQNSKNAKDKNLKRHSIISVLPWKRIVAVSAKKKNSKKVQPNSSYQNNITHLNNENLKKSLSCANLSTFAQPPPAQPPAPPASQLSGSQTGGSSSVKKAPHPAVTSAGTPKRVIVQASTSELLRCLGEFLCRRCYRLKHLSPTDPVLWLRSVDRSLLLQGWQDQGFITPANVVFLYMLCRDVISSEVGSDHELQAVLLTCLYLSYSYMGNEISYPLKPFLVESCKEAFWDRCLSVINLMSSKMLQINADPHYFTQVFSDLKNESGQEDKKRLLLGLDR
PvdQ acylase – blocks Pseudomonas aeruginosa PvdQ acylase activity | purified PvdQ acylase, fluorescence plate reader | inhibition, % at 10 µM | hit rate 0.063% among 340,000; in the data active = inhibition above about 30%, passing the limit was not always enough; inconclusive = no clear call, values can overlap the other calls;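 note: 0% = vehicle neutral wells and 100% = reference inhibitor wells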
HTR5A ag ctr – counter-screen for OPRM1-OPRD1 agonists: human HTR5A agonism | AID 504692 | P47898 | hit rate 0.61% among 340,000 | HTR5A agonist assay, luminescence, cell-based | activation, % at 9.3 µM; in the data active = activation mostly above about 9.5%, no sharp cut-off; inactive = mostly below about 7.6%;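 note: 0% = cells with vehicle only and 100% = reference agonist; strong numbers were not always called active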
V-ATPase pH – yeast V-ATPase proton transport regulation by pHLuorin; S. cerevisiae, pHLuorin cytosolic pH fluorescence; response, % at 10 µM; hit rate 0.37% among 350,000; in the data active = response mostly above about 7.3%, no sharp cut-off; inactive = mostly below about 5.4%; note: actives read high; inactives centre near 0; some compounds called inactive have numbers as strong as hits; reference of the scale not given here
An asterisk follows results filed as active; ? = inconclusive; nt = no result given.

| no. | SMILES | PvdQ acylase | dFosB activator | HTR5A ag ctr | CDK5 p35 inh | V-ATPase pH | NSD2 inh | SR-BI HDL uptake | HTR5A inv ag | MITF TRPM1 HTS | Wnt act |
| --- | --- | --- | --- | --- | --- | --- | --- | --- | --- | --- | --- |
| 1 | NNc1nc2c(-c3cccc(C(F)(F)F)c3)nnn2c2ccccc12 | -6 | -9 | 4 | 0.1 | -7 | -2 | 11 | -14 | 1 | -7 |
| 2 | CC(C)C(=O)N1CCN(c2nc(-c3ccc(Cl)cc3)cs2)CC1 | -10 | -7 | -2 | -0.3 | -1 | 1 | 27 | 4 | 0 | 4 |
| 3 | Cc1cc(C(=O)O)cc(S(=O)(=O)N2CCOCC2)c1C | -1 | 6 | -2 | 1.7 | 3 | nt | -9 | 1 | nt | -8 |
| 4 | Cc1ccc(-c2cc(C(=O)OCC(=O)NC3CC3)c3ccccc3n2)cc1 | -4 | -7 | 8 | 0.6 | 2 | -2 | 51 | -20 | nt | 13 |
| 5 | COc1ccc(NC(=O)N2CCCC(c3nc(-c4ccc(OC)cc4)no3)C2)cc1 (centres undefined) | -10 | -4 | 0 | -0.4 | -2 | 0 | 31 | 0 | 2 | 20 |
| 6 | CC(C)CC(NC(=O)OC(C)(C)C)c1cn([C@@H](Cc2ccc(O)cc2)C(=O)N2CCN(C(=O)OC(C)(C)C)CC2)nn1 (some centres undefined) | -9 | -14 | 2 | 1.7 | -1 | nt | -13 | -7 | 3 | -5 |
| 7 | O=c1c2cccnc2[nH]c(=S)n1CCCN1CCN(c2ccc(F)cc2)CC1 | -12 | -15 | 3 | 0.6 | 1 | nt | -35 | 5 | 6 | nt |
| 8 | O=C(Cc1ccc(-c2ccccc2)cc1)NC(c1ccccc1)c1ccccc1 | -17 | 6 | 11 | 0.7 | -1 | 14 | 35 | 0 | 1 | -4 |
| 9 | CCOc1ccc(-n2c(=O)c3c(C)c(C)sc3n(CC(=O)NCc3ccco3)c2=O)cc1 | -18 | 8 | -1 | 0.3 | 1 | -2 | -13 | 13 | 1 | 0 |
| 10 | CC1(C)CC(=O)C(N=Nc2cccnc2)=C(O)C1 | 5 | 2 | 1 | 4.9 | -5 | 8 | -2 | -11 | -5 | -3 |
| 11 | COc1ccc(S(=O)(=O)Nc2ccc3c(c2)C(=O)N([C@H](C)CO)C[C@@H](C)[C@@H](CN(C)S(=O)(=O)c2ccc(Cl)cc2)O3)cc1 | -9 | -5 | -3 | -0.2 | 3 | nt | -3 | 3 | 24 | -2 |
| 12 | CCn1cc(CCCC(=O)NCc2ccc(OC)cc2)c2ccccc21 | -18 | -8 | 3 | 2.2 | -1 | -6 | 7 | -11 | 4 | -3 |
| 13 | C=C(C)CNC(=S)NNC(=O)CCn1c2cc(Cl)ccc2c2ccc(Cl)cc21 | -11 | -3 | 1 | -0.6 | -1 | -2 | nt | -2 | 11 | nt |
| 14 | CCN(CC)C(=O)Cn1cc(C(=O)C(=O)NCC2COc3ccccc3O2)c2ccccc21 (centres undefined) | -17 | -9 | 1 | -1.0 | 1 | -1 | 39 | -22 | -7 | -1 |
| 15 | CC(NC(=O)/C=C/c1ccc(Br)cc1)c1ccc(Cl)cc1 (centres undefined) | -6 | -1 | 6 | -1.1 | -2 | -5 | -5 | -16 | 3 | -10 |

The closing 5 compounds of the section above open the next one:
| no. | SMILES | PvdQ acylase | dFosB activator | HTR5A ag ctr | CDK5 p35 inh | V-ATPase pH | NSD2 inh | SR-BI HDL uptake | HTR5A inv ag | MITF TRPM1 HTS | Wnt act |
| --- | --- | --- | --- | --- | --- | --- | --- | --- | --- | --- | --- |
| 11 | COc1ccc(S(=O)(=O)Nc2ccc3c(c2)C(=O)N([C@H](C)CO)C[C@@H](C)[C@@H](CN(C)S(=O)(=O)c2ccc(Cl)cc2)O3)cc1 | -9 | -5 | -3 | -0.2 | 3 | nt | -3 | 3 | 24 | -2 |
| 12 | CCn1cc(CCCC(=O)NCc2ccc(OC)cc2)c2ccccc21 | -18 | -8 | 3 | 2.2 | -1 | -6 | 7 | -11 | 4 | -3 |
| 13 | C=C(C)CNC(=S)NNC(=O)CCn1c2cc(Cl)ccc2c2ccc(Cl)cc21 | -11 | -3 | 1 | -0.6 | -1 | -2 | nt | -2 | 11 | nt |
| 14 | CCN(CC)C(=O)Cn1cc(C(=O)C(=O)NCC2COc3ccccc3O2)c2ccccc21 (centres undefined) | -17 | -9 | 1 | -1.0 | 1 | -1 | 39 | -22 | -7 | -1 |
| 15 | CC(NC(=O)/C=C/c1ccc(Br)cc1)c1ccc(Cl)cc1 (centres undefined) | -6 | -1 | 6 | -1.1 | -2 | -5 | -5 | -16 | 3 | -10 |
| 16 | Cc1cc(OCC(=O)Nc2ccncc2)ccc1[N+](=O)[O-] | -4 | -2 | -1 | -1.4 | -1 | -1 | -13 | -3 | -1 | -6 |
| 17 | Cc1cccc(N/C(N)=N/c2nc(C)cc(C)n2)c1 | -8 | 1 | 2 | 0.2 | -2 | -2 | -6 | -4 | nt | -3 |
| 18 | CCc1ccc(NC(=O)CSc2ccc(-c3ccco3)nn2)cc1 | -10 | -1 | -2 | 0.1 | 5 | 0 | -40 | -11 | 12 | -1 |
| 19 | CCC1(CC)NC(=O)N(CC(=O)OCC(=O)Nc2ccc(C(F)(F)F)cc2)C1=O | -9 | 0 | 3 | 0.4 | -1 | -2 | -14 | -10 | -1 | -2 |
| 20 | C[n+]1cc[nH]c1SCC(=O)c1ccccc1 | -2 | -1 | 3 | -0.6 | 1 | 6 | -36 | -8 | 24 | nt |
| 21 | CCOc1cccc(/C=N/NS(=O)(=O)c2ccc(C)c([N+](=O)[O-])c2)c1O | 0 | -1 | 6 | -2.1 | 6 | 4 | -6 | -16 | 3 | -1 |
| 22 | COc1ccc(OCc2cc(C(=O)NC(C)Cc3cccnc3)no2)c(Cl)c1 (centres undefined) | -9 | -1 | -3 | 0.2 | 1 | nt | 22 | 12 | 9 | 3 |
| 23 | CC(C)c1ccc(NC(=O)COc2ccc(F)cc2C(=O)c2cnn(-c3ccccc3)c2)cc1 | 4 | -5 | -1 | -0.2 | -2 | 0 | 10 | 2 | 39 | nt |
| 24 | O=C(NCc1cccs1)c1cc(-c2ccccn2)nc2ccc(Br)cc12 | 0 | 3 | 13* | 1.6 | 2 | 14 | 16 | 7 | -1 | 0 |
| 25 | Cc1nc(NC(=O)CSc2nncs2)c(Cl)cc1Cl | 6 | 0 | 0 | -0.4 | 0 | 3 | -8 | 17 | -1 | 6 |
| 26 | CC(=O)c1cccc(NC(=O)c2ccc3c(Cl)c4c(nc3c2)CCCC4)c1 | -6 | -3 | 3 | 0.4 | -2 | -1 | ? | -9 | 37 | 6 |
| 27 | O=S(=O)(c1ccccc1)N1CCN=C1SCc1ccc(Cl)cc1 | -10 | -14 | 4 | 0.0 | 1 | -1 | -2 | -12 | -4 | -2 |
| 28 | COCCN(C(=O)COC(=O)Cc1cccc(OC)c1)c1c(N)n(CC(C)C)c(=O)[nH]c1=O | 5 | -5 | 2 | 0.1 | 3 | -6 | -1 | 6 | 5 | -2 |
| 29 | C/C(=C\c1ccc(C)o1)C(=O)c1c(C)cc(C)[nH]c1=O | -4 | -4 | -4 | -0.8 | -3 | 1 | -38 | 12 | -3 | nt |
| 30 | O=C(O)CCCCCN1C(=O)C2CCCCC2C1=O (centres undefined) | -5 | 14 | -1 | -1.6 | 3 | -7 | nt | 3 | nt | 2 |
| 31 | CCN(C[C@H]1N[C@@](CC)(C(=O)OC)[C@H]2C(=O)N(C)C(=O)[C@@H]12)S(=O)(=O)c1ccc(C(F)(F)F)cc1 | 1 | -5 | 1 | -0.9 | 0 | nt | 15 | -4 | 11 | 1 |
| 32 | O=C(CSc1nnc(CNC(=O)c2cccs2)o1)Nc1ccccc1 | 6 | -8 | -1 | 0.5 | -4 | -2 | -7 | 14 | 1 | 25 |
| 33 | COc1cc(OC)c(C(=O)Nc2cccc3ccccc23)cc1OC | -15 | 15 | 1 | 0.1 | 3 | -1 | 39 | -3 | nt | 8 |
| 34 | CCC1COC(c2cccn2Cc2ccc(Cl)cc2)=N1 (centres undefined) | -11 | 1 | 2 | -1.4 | 1 | 2 | -2 | -6 | -24 | nt |
| 35 | CCOC(=O)c1cccc(NC(=O)C(C)N2C(=O)c3ccccc3C2=O)c1 (centres undefined) | -2 | -6 | -1 | 0.4 | -5 | 0 | 13 | 23 | -1 | nt |
| 36 | O=C(COC(=O)/C=C/c1ccccc1)Nc1ccc(Cl)cn1 | -10 | 8 | 1 | -0.1 | -2 | -1 | -10 | -26 | -11 | 15 |
| 37 | CCN(CC(=O)Nc1cc(S(=O)(=O)N2CCCCC2)ccc1Cl)Cc1ccccc1 | -18 | -8 | -6 | 0.4 | 2 | 0 | 61 | 17 | -13 | -3 |
| 38 | COc1ccc(-c2cc3cc(OC)c(OC)cc3c(C)n2)cc1C | -9 | -20 | 4 | 0.4 | -4 | 1 | nt | -1 | 30 | 2 |
| 39 | CCOC(=O)C1CCCN(C(=O)c2cn(CC)c3ccc(S(=O)(=O)N4CCCC4)cc3c2=O)C1 (centres undefined) | 11 | -2 | 2 | -0.2 | 9 | 0 | -2 | -6 | -2 | -2 |
| 40 | CC1(C)Cc2c(sc(N)c2C#N)C(C)(C)N1 | -12 | -2 | 2 | -0.2 | 1 | -3 | -13 | 21 | 0 | -2 |
| 41 | CCOC(=O)C1=C(O)C(=O)N(c2ccc(S(N)(=O)=O)cc2)C1c1cccc([N+](=O)[O-])c1 (centres undefined) | -8 | -4 | 6 | -1.0 | -3 | nt | nt | -10 | 8 | -1 |
| 42 | O=C(CNc1cccc(S(=O)(=O)N2CCCC2)c1)Nc1cccc(Br)c1 | -20 | 2 | 1 | -0.2 | 0 | 1 | -10 | 3 | -12 | -9 |
| 43 | C/C(=N\NC(=S)Nc1cccc(C)c1)c1ccco1 | -11 | 2 | -1 | 0.1 | -1 | 7 | 13 | 3 | 10 | -3 |
| 44 | O=C(COC(=O)c1sc2ccccc2c1Cl)NCC1CCCCC1 | -5 | 6 | 0 | -0.3 | 3 | -1 | -5 | 0 | 1 | nt |
| 45 | Cn1cc([N+](=O)[O-])c(C(=O)Nc2ccn(Cc3c(F)c(F)cc(F)c3F)n2)n1 | -1 | 1 | 5 | 0.6 | -4 | 4 | -5 | 7 | -14 | nt |
| 46 | O=C(Nc1ccc([N+](=O)[O-])cc1)N1CCCCC1 | 10 | 4 | 0 | -0.1 | 0 | nt | nt | 1 | 11 | 8 |
| 47 | Cc1cc(Oc2ccccc2)nc(OCC#N)n1 | 7 | -1 | -4 | -2.1 | -6 | -5 | -3 | 12 | nt | -1 |
| 48 | C=CCN(C(=O)Nc1ccc(F)cc1)C1CC(=O)N(c2ccc(OC)cc2)C1=O (centres undefined) | -11 | -7 | -3 | -2.1 | 2 | -3 | -13 | -13 | -1 | nt |
| 49 | Cc1cc(=O)[nH]c(N/N=C/c2ccc(OC(=O)c3cccnc3)cc2)n1 | 8 | -6 | 2 | 1.2 | 6 | -8 | nt | -7 | 1 | -1 |
| 50 | Cc1ccc(S(=O)(=O)CCC(=O)N(CCCN2CCOCC2)c2nc3ccccc3s2)cc1 | -13 | -8 | -1 | 0.4 | -1 | -7 | -9 | 4 | 41 | 1 |

From PubChem
